Screens deposited in PubChem by several laboratories.
IMP-1 inh: inhibitors of Pseudomonas aeruginosa IMP-1 metallo-beta-lactamase. hit rate 0.45% among 290,000. inhibition, % at 5.6 µM. purified IMP-1, nitrocefin hydrolysis, epi-absorbance fluorescence;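 active = inhibition above the mean plus 3 SD of all compounds in the same screening run, cut at about 4.5% in these data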;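 note: 0% = IMP-1 with DMSO and 100% = DMSO wells lacking enzyme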
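Assay system: purified recombinant IMP-1 beta-lactamase. Input: IMP-1 0.2 nM before substrate addition. Buffer or medium: Zinc- and detergent-supplemented HEPES buffer, pH 7.1. Schedule: 25 °C, 15 min preincubation, 25 min reaction. Signal: Epi-absorbance fluorescence, 480 nm excitation, 530 nm emission. Evaluation: percent inhibition from optical density relative to buffer-blank wells.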
VIM-2 inhibitor: inhibitors of Pseudomonas aeruginosa VIM-2 metallo-beta-lactamase; purified VIM-2, nitrocefin hydrolysis, epi-absorbance fluorescence; inhibition, % at 5.6 µM; hit rate 0.89% among 290,000;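 active = inhibition above the mean of all tested compounds plus 3 SD, cutoff set per screening run, cut at about 7.5% in these data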;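 note: red hydrolysis product quenches plate fluorescence so inhibitors raise well fluorescence; 0% = enzyme with DMSO and 100% = DMSO without enzyme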
CRFR2-BP antag: antagonists of CRF-binding protein/CRF-R2 receptor complex | HEK293 CRF-R2/CRF-BP, CRF-induced calcium fluorescence | inhibition, % at 11.8 µM | hit rate 0.59% among 350,000 | AID 588475;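 active = inhibition of the ligand-induced calcium signal above about 50% at the single tested concentration, limit read from the data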
GalR3 antagonist: blocks the human galanin receptor 3; O60755; HEK293 GalR3-CNG cAMP membrane potential fluorescence; galR3 body fused to GalR1 C-terminus; inhibition, % at 3 µM; hit rate 0.44% among 360,000;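 active = inhibition above the screen-wide average plus 3 SD, cut at about 13% in these data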;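 note: forskolin and galanin both at EC90 stimulate the cells; cAMP rise reported by CNG channel membrane potential dye signal; 0% = forskolin plus galanin with DMSO and 100% = forskolin alone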
HCV NS3 hel inh: blocks Hepatitis C virus NS3 helicase unwinding; NS3 helicase DNA unwinding, Cy5 molecular beacon fluorescence; inhibition, % at 10.9 µM; hit rate 0.56% among 290,000; AID 1800;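 active = inhibition above the mean of all tested compounds plus 3 SD, set per campaign, cut at about 35% in these data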;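 note: 0% = DMSO wells and 100% = thioflavine S control wells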
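System: HCV NS3 helicase fragment; control set: DMSO and thioflavine S; technique: Cy5 fluorescence at 0 and 60 min, beacon hairpin quenching; reagent: beacon DNA duplex substrate plus ATP; replicates: singlicate; schedule: 1 h reaction at 25 °C, ATP-initiated; medium: MOPS buffer pH 6.5 with MgCl2, DTT, Tween20, BSA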
p-CIP stab down: compounds decreasing mouse p/CIP protein stability; hit rate 0.01% among 290,000; F442A p/CIP-EGFP cells, EGFP fluorescence, 16 h; AID 1984; decrease of EGFP signal, % at 10 µM;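 active = EGFP signal decrease of at least 30% at 10 µM or well 3 SD below plate mean, unless failing retest; inactive = the rest, including hits failing retest or dose response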; note: some compounds called inactive have numbers as strong as hits; many of its hits are not listed in these tables
Target sequence (Q05BA5 1-1403): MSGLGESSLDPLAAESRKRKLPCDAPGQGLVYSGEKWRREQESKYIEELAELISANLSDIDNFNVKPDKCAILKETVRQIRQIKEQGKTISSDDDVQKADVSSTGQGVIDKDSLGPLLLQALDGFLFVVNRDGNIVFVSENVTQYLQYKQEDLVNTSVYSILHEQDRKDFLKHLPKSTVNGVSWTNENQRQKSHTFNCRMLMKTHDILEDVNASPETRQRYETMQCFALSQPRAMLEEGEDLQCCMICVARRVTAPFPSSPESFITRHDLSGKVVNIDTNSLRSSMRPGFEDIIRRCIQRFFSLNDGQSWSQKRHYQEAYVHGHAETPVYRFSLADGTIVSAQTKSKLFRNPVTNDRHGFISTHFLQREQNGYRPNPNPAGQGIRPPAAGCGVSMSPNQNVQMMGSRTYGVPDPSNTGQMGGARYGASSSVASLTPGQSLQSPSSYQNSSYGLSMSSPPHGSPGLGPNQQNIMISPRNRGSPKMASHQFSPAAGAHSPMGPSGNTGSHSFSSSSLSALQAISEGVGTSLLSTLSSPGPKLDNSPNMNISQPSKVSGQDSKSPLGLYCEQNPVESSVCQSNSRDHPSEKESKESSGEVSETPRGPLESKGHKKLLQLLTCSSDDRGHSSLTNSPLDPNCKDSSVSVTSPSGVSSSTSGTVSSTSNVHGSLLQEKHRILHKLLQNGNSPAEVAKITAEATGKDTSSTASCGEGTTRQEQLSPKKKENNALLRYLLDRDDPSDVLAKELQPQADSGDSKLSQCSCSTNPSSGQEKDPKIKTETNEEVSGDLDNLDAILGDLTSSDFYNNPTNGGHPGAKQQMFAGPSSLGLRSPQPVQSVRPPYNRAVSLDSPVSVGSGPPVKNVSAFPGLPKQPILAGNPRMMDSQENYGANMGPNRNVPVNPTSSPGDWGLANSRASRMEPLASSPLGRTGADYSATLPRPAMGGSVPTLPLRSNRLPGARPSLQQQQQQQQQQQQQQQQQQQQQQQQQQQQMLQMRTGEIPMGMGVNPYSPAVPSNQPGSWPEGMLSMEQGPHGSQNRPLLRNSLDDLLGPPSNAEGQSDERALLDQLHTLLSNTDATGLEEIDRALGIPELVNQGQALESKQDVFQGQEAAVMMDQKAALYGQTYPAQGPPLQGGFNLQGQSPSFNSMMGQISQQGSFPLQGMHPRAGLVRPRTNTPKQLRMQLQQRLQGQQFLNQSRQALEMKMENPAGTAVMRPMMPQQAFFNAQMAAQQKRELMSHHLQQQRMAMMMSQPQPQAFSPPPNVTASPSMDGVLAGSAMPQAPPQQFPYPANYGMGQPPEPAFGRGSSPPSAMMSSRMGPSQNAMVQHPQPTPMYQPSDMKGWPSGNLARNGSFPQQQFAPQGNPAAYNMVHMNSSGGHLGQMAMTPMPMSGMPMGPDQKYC
IDE cell activ: IDE (human) activation, cell-based. P14735. HEK cells, FAbeta-B cleavage, fluorescence polarization; 0% vehicle, 100% cell-free pure enzyme wells. activation, % at 5.96 µM. hit rate 0.073% among 340,000. AID 493087;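 active = activation above the mean of all tested compounds plus 3 SD, set per screening campaign, cut at about 17% in these data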
UBC9 SUMO inh: blocks human SUMOylation mediated by UBC9; HTRF SUMOylation assay, SAE1/SAE2 + UBC9, in vitro; inhibition, % at 35 µM; hit rate 0.36% among 290,000; in the data active = inhibition above about 50%, passing the limit was not always enough; inconclusive = no clear call, values can overlap the other calls; note: strong numbers were not always called active
IDE cell inh: inhibitors of human insulin-degrading enzyme in cells; P14735; HEK cells, FAbetaB cleavage, fluorescence polarization; inhibition, % at 5.59 µM; hit rate 0.41% among 320,000;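 active = percent inhibition above the average of all tested compounds plus 3 SD, set per screening campaign, cut at about 16% in these data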;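 note: IDE supplied by intact live HEK cells; FP after avidin binding of uncleaved biotin substrate so inhibition keeps polarization high; 0% = DMSO wells and 100% = 60 µM reference IDE inhibitor Ii1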
* marks the source's active call; other numbers are inactive results; u = inconclusive; x = not tested or not shown.

Results follow in this order: p-CIP stab down	IMP-1 inh	UBC9 SUMO inh	IDE cell inh	GalR3 antagonist	CRFR2-BP antag	VIM-2 inhibitor	IDE cell activ	HCV NS3 hel inh
- CC1=NC(C)(C)Cc2ccccc21
    6	-1.1	-14	5	-5	-1	-3.6	3	-2
- CCOC(=O)c1c(NC(=S)NC(C)=O)sc(C)c1C
    -2	-1.5	13	-1	-6	2	-0.6	1	5
- Cc1ccn(C(C)CC(=O)N2CCc3ccccc32)n1 (stereo not drawn)
    3	-1.3	-11	-3	6	-18	-0.9	5	-1
- Oc1ccc(Cc2ncc(C(F)(F)F)cc2Cl)cc1
    10	-1.5	-5	0	0	-11	-0.4	4	8
- Cn1ccnc1C(=O)c1ccc(N)cc1
    -21	-2.5	0	-2	-7	-2	-1.2	4	6
- CNC(=O)/C=C1\NC(C)(C)Cc2c1ccc1ccccc21
    -5	-1.3	24	3	4	6	1.0	-2	-8
- CN(CC(=O)Nc1ccc(F)c(F)c1F)C1CCCCC1
    -7	-6.0	0	6	2	9	-1.6	3	3
- CCN(Cc1cnn(C)c1)C(=O)c1cc(COc2ccc(F)cc2F)on1
    5	-1.7	-21	0	-5	37	0.3	1	0
- CC1(C)C2C/C(=N\O)C(C)(/[N+]([O-])=C/c3cccc([N+](=O)[O-])c3)CC21 (stereo not drawn)
    -1	-0.4	10	-4	-1	10	3.3	5	-5
- COc1ccc(CCNC(=O)CN2CCOc3ccccc32)cc1OC
    -16	1.0	12	0	1	14	0.7	1	5
- CC(C)c1ccc(/C=N/NC(=O)CN(c2cccc(Cl)c2Cl)S(C)(=O)=O)cc1
    -7	-3.1	7	-1	1	-10	-4.5	4	0
- O=C1S/C(=C\c2ccc(N3CCOCC3)o2)C(=O)N1Cc1c(F)cccc1Cl
    -22	1.9	21	14	-4	-29	0.7	-29	16
- Cc1ccc(NC(=O)CC2CS(=O)(=O)CC2CC(=O)Nc2ccc(C)c(C)c2)cc1C (stereo not drawn)
    -2	-2.8	17	1	-3	-3	-5.9	-2	4
- Cc1ccc(S(=O)(=O)N/N=C/c2ccccc2O)cc1[N+](=O)[O-]
    4	-3.0	13	-4	6	2	-4.3	5	-15
- O=C(CSc1ncnc2c1oc1ccccc12)Nc1cccc(C(F)(F)F)c1
    0	-4.7	-12	1	0	2	-0.4	2	-3
- CN(C)/C=N/c1nc2nccc(-c3ccccn3)n2n1
    -11	-2.7	u	8	-2	13	-5.3	-5	1
- COc1ccc(OCC(O)Cn2c(Nc3cccc(C)c3)nc3c2c(=O)n(C)c(=O)n3C)cc1 (stereo not drawn)
    8	-0.6	-7	-3	1	4	-3.2	-4	4
- O=C(Cc1ccc(-n2c(=O)c3ccccc3n(CC(=O)Nc3ccc(F)cc3F)c2=O)cc1)NCc1ccco1
    -10	-1.9	26	-1	-6	-4	-0.9	0	8
- Cc1nn(-c2ccccc2)c(C)c1-c1ccccc1O
    -6	-1.9	10	-1	-7	9	-1.1	2	1
- O=C(NNC(=O)C1C2C=CC(C2)C1C(=O)O)c1ccccc1 (stereo not drawn)
    -11	0.2	5	-6	-7	7	-0.6	-1	2

Results follow in this order: p-CIP stab down	IMP-1 inh	UBC9 SUMO inh	IDE cell inh	GalR3 antagonist	CRFR2-BP antag	VIM-2 inhibitor	IDE cell activ	HCV NS3 hel inh
- CC(Sc1nncn1C)C(=O)Nc1ccc(Cl)cn1 (stereo not drawn)
    11	-3.8	-4	9	-1	8	-1.8	2	-3
- O=C(Nc1ncccn1)c1cc(-c2ccc(F)cc2)nc2ccccc12
    14	-2.4	0	1	0	-15	-3.1	0	15
- C=CCn1c(C2CCCCC2)n[nH]c1=S
    16	-3.2	-11	7	-1	-6	1.9	6	-5
- Cc1ccc(OCc2n[nH]c(=S)n2-c2ccc(Br)cc2)cc1
    -14	-4.9	-12	11	-10	-21	-5.7	6	37*
- CCOC(=O)C1(CC2CC2)CCN(Cc2ccc(OC)cc2F)CC1
    -4	-0.7	13	3	-1	0	2.6	2	-14
- Cn1c(=O)[nH]c(=O)c2c1nc(Br)n2CCC(=O)c1ccccc1
    0	-6.2	8	0	-5	10	-2.1	2	8
- CC1CC2=C(C(=O)O1)C(c1ccc(Cl)cc1)Nc1ccccc1N2 (stereo not drawn)
    4	-2.1	13	0	2	-13	-3.2	2	6
- O=C(CCOc1ccccc1)Nc1cccc([N+](=O)[O-])c1
    4	-3.3	-25	4	1	7	-2.3	-2	5
- CCN(CC)S(=O)(=O)c1cccc(C(=O)N/N=C/c2cc(OC)c(O)c(OC)c2)c1
    -3	-3.8	0	6	-2	-18	-2.8	0	-4
- O=C(c1ccc2ccccc2n1)N1CCN(c2ccccn2)CC1
    -9	0.2	12	1	-8	-11	-0.6	0	7
- COc1ccc(OCC(=O)NCCCNC(=O)COc2ccc(OC)cc2)cc1
    x	x	x	8	-6	-7	x	5	x
- CC(=O)Nc1cccc(NS(=O)(=O)c2c(C)noc2C)c1
    x	x	x	2	-1	3	x	1	x
- C#CCOC(=O)c1ccccc1C(=O)OCC#C
    -20	0.7	25	3	-2	15	-1.3	-3	11
- CCN(Cc1ccc(N(C)C)cc1)C(C)C(=O)Nc1ccc(S(=O)(=O)N2CCCC2)cc1 (stereo not drawn)
    x	x	x	3	-3	3	x	3	x
- O=C(COc1ccc2c3c(c(=O)oc2c1)CCC3)c1ccc2c(c1)OCO2
    -10	1.0	-14	1	1	-28	-1.1	2	0
- CCc1ccc(-c2nc(CS(=O)CC(=O)NCc3ccc4c(c3)OCO4)c(C)o2)cc1 (stereo not drawn)
    -6	-2.1	-3	-1	-9	-4	-1.7	4	8
- Cc1ccc(S(=O)(=O)N(CC(=O)NCc2ccncc2)Cc2ccccc2F)cc1
    -6	-1.4	9	1	-9	-7	-0.8	-2	4
- CC(=O)c1c(C)[nH]c(C(=O)COC(=O)c2cccs2)c1C
    x	x	x	6	-4	-2	x	4	x
- COc1cc(C2c3c(-c4cc(Cl)c(C)cc4O)n[nH]c3C(=O)N2Cc2cccnc2)ccc1O (stereo not drawn)
    15	-2.7	25	2	33*	-12	-3.0	3	-6
- CC1CCc2sc(C(=O)NNS(=O)(=O)c3ccc(F)c(F)c3F)cc2C1 (stereo not drawn)
    x	x	x	4	0	-2	x	1	x

Results follow in this order: p-CIP stab down	IMP-1 inh	UBC9 SUMO inh	IDE cell inh	GalR3 antagonist	CRFR2-BP antag	VIM-2 inhibitor	IDE cell activ	HCV NS3 hel inh
- O=S(=O)(NCc1ccccc1)c1ccc(S(=O)(=O)N2CCCCC2)cc1
    -2	-2.3	10	-3	-3	0	-2.4	-1	-3
- CCOC(=O)C1CCN(C(=O)c2ccccc2N(C)S(C)(=O)=O)CC1
    -9	-2.9	14	-2	-4	7	-2.2	-1	0
- COc1ccc(N2CCN(c3ccc([N+](=O)[O-])cc3Cl)CC2)cc1
    -3	-1.4	-4	0	-4	1	-2.9	-1	3
- Cc1ccc(N(CC(=O)Nc2ccc(F)cc2)S(=O)(=O)N2CCCC2)cc1
    -3	-2.6	4	1	-1	-5	-2.2	1	-10
- O=C(CSc1ncccn1)NC(=O)Cc1ccccc1
    x	x	x	1	-5	6	x	0	x
- O=C(O)CCC(=O)N1CCc2cc(S(=O)(=O)N3CCN(c4ccc(F)cc4)CC3)ccc21
    -14	-2.3	2	-1	x	21	1.5	2	10
- CCC(C)(C(=O)NC1CCCCC1)N(C(=O)CNC(=O)c1ccccc1)c1c(C)n(C)n(-c2ccccc2)c1=O (stereo not drawn)
    -1	-2.0	-1	-3	-2	-1	0.3	1	0
- C/C=C(\C)c1nnc(NC(=O)C(C)C)s1
    -6	-1.7	-4	10	-2	0	0.9	-7	3
- CCOC(=O)c1c(S(=O)(=O)NCC(=O)N2CCN(c3cccc(OC)c3)CC2)c(C)n(C)c1C
    -6	-1.6	12	-2	2	-5	-3.5	4	-4
- COc1ccc(C)cc1NC(=O)CSc1nnc(-c2ccco2)n1N
    -15	-4.6	0	2	6	5	-3.0	1	-14
- COC(=O)C(C)Sc1nc2ccsc2c(=O)n1Cc1ccccc1 (stereo not drawn)
    -5	0.6	15	4	-8	6	-2.5	-1	3
- CCOc1cc(/C=N\Nc2nc(-c3ccc(C)cc3)c(NC(C)=O)s2)ccc1O
    -7	-3.9	11	-1	-5	-4	-2.1	3	-4
- CN(CCO)c1ccc([N+](=O)[O-])cc1C(=O)O
    -10	-1.6	-4	4	-2	-5	0.5	2	2

As entered above:
Result of `O=C(O)CCC(=O)N1CCc2cc(S(=O)(=O)N3CCN(c4ccc(F)cc4)CC3)ccc21` in IDE cell inh: -1
Result of `CC(C)c1ccc(/C=N/NC(=O)CN(c2cccc(Cl)c2Cl)S(C)(=O)=O)cc1` in IDE cell activ: 4

Some of the entries so far, bar-delimited:
canonical_smiles | p-CIP stab down | IMP-1 inh | UBC9 SUMO inh | IDE cell inh | GalR3 antagonist | CRFR2-BP antag | VIM-2 inhibitor | IDE cell activ | HCV NS3 hel inh
CCOC(=O)C1CCN(C(=O)c2ccccc2N(C)S(C)(=O)=O)CC1 | -9 | -2.9 | 14 | -2 | -4 | 7 | -2.2 | -1 | 0
COc1ccc(N2CCN(c3ccc([N+](=O)[O-])cc3Cl)CC2)cc1 | -3 | -1.4 | -4 | 0 | -4 | 1 | -2.9 | -1 | 3
Cc1ccc(N(CC(=O)Nc2ccc(F)cc2)S(=O)(=O)N2CCCC2)cc1 | -3 | -2.6 | 4 | 1 | -1 | -5 | -2.2 | 1 | -10

One compound at a time, as listed above. Values in the order: p-CIP stab down	IMP-1 inh	UBC9 SUMO inh	IDE cell inh	GalR3 antagonist	CRFR2-BP antag	VIM-2 inhibitor	IDE cell activ	HCV NS3 hel inh
Entry for `CCOC(=O)C1CCN(C(=O)c2ccccc2N(C)S(C)(=O)=O)CC1` = -9	-2.9	14	-2	-4	7	-2.2	-1	0
Entry for `O=S(=O)(NCc1ccccc1)c1ccc(S(=O)(=O)N2CCCCC2)cc1` = -2	-2.3	10	-3	-3	0	-2.4	-1	-3
Entry for `C/C=C(\C)c1nnc(NC(=O)C(C)C)s1` = -6	-1.7	-4	10	-2	0	0.9	-7	3
